High-throughput results from PubChem.
TPT1 inh: inhibitors of Candida albicans tRNA 2'-phosphotransferase TPT1; recombinant caTPT1, FP RNA substrate dephosphorylation; inhibition, % at 5 µM; 300,000 compounds, 0.81% hits;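 active = inhibition above the mean of all tested compounds plus 3 SD, set per screening campaign, cut at about 24% in these data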;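 note: plate controls were DMSO alone for no effect and ferristatin control at 100 nM for full effect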
PP1 inh: blocks human PP1-alpha phosphatase, a PP5 counter-screen; 320,000 compounds, 0.9% hits; P62136; purified PP1alpha, OMFP fluorescence; AID 2235; inhibition, % at 6.7 µM;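 active = inhibition above the mean inhibition of all tested compounds plus 3 SD, computed separately for each screening campaign, cut at about 15% in these data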
core dimer inh: HCV core protein dimerization inhibition; TR-FRET GST/Flag-core106 dimerization, 1536-well; inhibition, % at 5 µM; 300,000 compounds, 0.33% hits; AID 1899;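 active = inhibition above the mean of all tested compounds plus 3 SD, set per screening campaign, cut at about 45% in these data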
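Material: Tagged HCV core106 pair (GST and Flag) | Amount: GST-core106 13.5 nM, Flag-core106 17 nM | Medium: KF-containing HEPES buffer, pH 7.45, DTT, CHAPS, BSA | Reagent: Eu donor and XL665 acceptor anti-tag antibodies | Schedule: 4 h at 22.5 °C | Technique: Time-resolved FRET, ex 340 nm, em 617 and 671 nm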
procasp7 counter: activates human procaspase-7, counter-screen for procaspase-3 activators | activation, % at 8.5 µM | recombinant procaspase-7, Ac-DEVD-pNA absorbance 405 nm; D23A/D198A/D206A triple mutant, cannot self-cleave; scale: DMSO 0, 5 µM enzyme 100 | AID 463210 | 330,000 compounds, 0.093% hits;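 active = percent activation above the screen-wide mean plus 3 SD, cut at about 25% in these data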
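Assay system: Uncleavable procaspase-7 mutant enzyme | Input: 2 µM procaspase-7 mutant as dispensed | Timing: 1 h compound preincubation, 2 h substrate cleavage, 25 °C | Repeats: One well per compound | Control set: DMSO wells as 0%, DMSO with 5 µM added PC-7 as 100% | Technique: Epi-absorbance of released pNA at 405 nm, two timepoints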
PAFAH2 inh: inhibitors of human PAFAH2; Q99487; 340,000 compounds, 0.99% hits; inhibition, % at 3.39 µM; recombinant PAFAH2, FP-rhodamine activity probe, fluorescence polarization;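 active = inhibition above the mean over all tested compounds plus 3 SD, cut at about 30% in these data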;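 note: inhibitors block probe labeling of enzyme so polarization drops; 0% = enzyme with DMSO and 100% = wells lacking PAFAH2 protein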
CTSL1 counter: counter-screen for PFM18AAP inhibitors: inhibitors of F. hepatica cathepsin L1; inhibition, % at 5.96 µM; recombinant F. hepatica cathepsin L1, Z-Leu-Arg-MCA fluorescence; 300,000 compounds, 0.49% hits;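 active = inhibition above the mean of all tested compounds plus 3 SD, set per screening campaign, cut at about 17% in these data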;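 note: 0% = plate median of test compound wells and 100% = 1 µM Z-Phe-Ala-diazomethylketone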
PP5 inh: PP5 (human) phosphatase inhibition; P53041; purified PP5c, OMFP substrate fluorescence; inhibition, % at 6.7 µM; 320,000 compounds, 0.18% hits;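 active = inhibition above the campaign's mean inhibition across all tested compounds plus 3 SD, cut at about 9.5% in these data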;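 note: 0% = DMSO only and 100% = 100 µM cantharidin control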
proCasp3 act: activators of human procaspase-3; P42574; recombinant procaspase-3 D3A, Ac-DEVD-pNA absorbance 405 nm; activation, % at 8.5 µM; 330,000 compounds, 0.11% hits; AID 463141;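 active = activation above the mean of all tested compounds plus 3 SD, cut at about 21% in these data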;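 note: 0% = DMSO alone and 100% = DMSO wells spiked with extra 5 µM PC-3 D3A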
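Assay system: Autoprocessing-dead procaspase-3 D3A mutant enzyme; also added: Ac-DEVD-pNA; doses: one concentration, 8.5 µM nominal, 0.8% DMSO; times: 1 h compound preincubation, 2 h substrate hydrolysis at 25 °C; technique: 405 nm absorbance of p-nitroaniline, reads at 0 and 120 min; measure: % activation between DMSO and enzyme-spiked controls; repeats: single replicate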
AHR act: activates the human aryl hydrocarbon receptor. activation, % at 5 µM. P35869. AHR-responsive luciferase reporter cells, luminescence. 320,000 compounds, 2.5% hits; in the data active = activation above about 47%;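 note: 0% = vehicle wells and 100% = reference agonist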
Target sequence (P35869 whole entry, looked up): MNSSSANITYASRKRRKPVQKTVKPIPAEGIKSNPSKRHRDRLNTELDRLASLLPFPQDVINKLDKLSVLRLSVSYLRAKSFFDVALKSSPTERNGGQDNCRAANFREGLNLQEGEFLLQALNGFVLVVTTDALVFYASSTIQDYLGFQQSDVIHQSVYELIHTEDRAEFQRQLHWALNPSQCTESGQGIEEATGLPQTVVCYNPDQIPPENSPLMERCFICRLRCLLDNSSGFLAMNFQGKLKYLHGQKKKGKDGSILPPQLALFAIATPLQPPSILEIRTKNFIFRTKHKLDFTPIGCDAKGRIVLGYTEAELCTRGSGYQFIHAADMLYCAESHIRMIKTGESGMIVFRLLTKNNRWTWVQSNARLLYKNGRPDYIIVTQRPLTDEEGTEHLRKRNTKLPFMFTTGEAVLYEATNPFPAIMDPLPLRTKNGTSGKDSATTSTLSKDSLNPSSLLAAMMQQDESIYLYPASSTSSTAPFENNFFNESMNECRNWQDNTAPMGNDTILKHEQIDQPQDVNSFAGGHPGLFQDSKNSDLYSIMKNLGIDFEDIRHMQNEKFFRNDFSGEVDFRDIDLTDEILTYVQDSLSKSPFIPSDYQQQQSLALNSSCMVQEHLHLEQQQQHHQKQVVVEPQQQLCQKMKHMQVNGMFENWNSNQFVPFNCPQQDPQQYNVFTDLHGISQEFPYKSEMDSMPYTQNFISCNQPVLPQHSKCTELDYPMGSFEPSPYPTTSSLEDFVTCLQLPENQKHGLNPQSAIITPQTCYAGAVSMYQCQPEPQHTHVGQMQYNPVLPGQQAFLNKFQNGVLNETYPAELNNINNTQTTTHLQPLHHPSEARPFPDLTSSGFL
* hit, by the source's call; · = not tested or not shown.

[1] O=C(CSc1ccc(Cl)cc1)Nc1ccc(-c2nc3ccccc3[nH]2)cc1
[2] CN(C)C(=S)Nc1cccc(-c2n[nH]c(=S)o2)c1
[3] COc1ccc(-c2cc(C(=O)NCCCN3CCOCC3)c3ccccc3n2)cc1OC
[4] COc1ccc(CN=C2NN=C(c3ccccc3)CS2)cc1
[5] O=C(COc1cccc(C(F)(F)F)c1)NCCCN1CCCC1=O
[6] O=C(NCCOc1ccccc1F)c1cccc(S(=O)(=O)N2CCN(c3ccccc3)CC2)c1
[7] O=C(CNC(=S)N(Cc1ccc(F)cc1)C1CCCCC1)NCCN1CCOCC1
[8] O=C(NN=Cc1ccc(O)cc1O)c1ccccc1NS(=O)(=O)c1cccs1

assay / compound	1	2	3	4	5	6	7	8
TPT1 inh	-2	1	-3	1	-1	-2	3	·
PP1 inh	5	-2	-3	1	-1	-2	-2	·
core dimer inh	5	1	-5	0	1	-5	4	·
procasp7 counter	-11	-14	6	-13	10	-3	-3	-21
PAFAH2 inh	-10	-1	-12	-5	2	-5	-3	23
CTSL1 counter	4	-1	2	1	-1	0	-5	·
PP5 inh	2.5	-2.4	-0.2	3.1	4.0	6.0	-0.6	·
proCasp3 act	0	-9	4	-8	-3	7	-12	-23
AHR act	19	2	17	8	2	3	0	1

[9] CCN1CCc2c(OCc3ccc(C(=O)OC)o3)cccc2C1=O
[10] Cc1cc(C)n(CCNC(=O)CC2C(=O)NCCN2CC2CCCCC2)n1 (stereo not given)
[11] COC(=O)c1ccccc1NC(=O)CSc1nc(Nc2ccccc2)nc(N2CCOCC2)n1
[12] Brc1cnc(N2CCOCC2)nc1N1CCCCC1
[13] CC1CC(C)CN(C(=O)COC(=O)Cc2ccc(Cl)cc2)C1 (stereo not given)
[14] Cc1nn(-c2ccccc2)c(N)c1C(c1ccccc1)c1c(C)nn(-c2ccccc2)c1N
[15] COCCNC(=O)CN1C(=O)CSc2cc(S(=O)(=O)N3CCCCCC3)ccc21
[16] CC(C)NC(=O)C12CC3CC(C1)CC(C(=O)NC(C)C)(C3)C2

assay / compound	9	10	11	12	13	14	15	16
TPT1 inh	1	0	-3	-2	-1	2	1	-1
PP1 inh	-2	5	-6	-1	-6	-1	-4	-3
core dimer inh	0	3	9	-5	-4	1	-17	-6
procasp7 counter	-1	16	12	-1	-9	12	2	-10
PAFAH2 inh	-3	-1	-7	-2	3	0	7	0
CTSL1 counter	1	1	12	2	-2	1	5	-5
PP5 inh	-2.2	2.1	4.7	-2.8	-0.7	0.9	0.0	0.0
proCasp3 act	7	-2	1	0	-7	-3	2	1
AHR act	1	-1	12	0	4	6	1	-3

A draw from above in order of count of non-hydrogen atoms, high to low:
[11] COC(=O)c1ccccc1NC(=O)CSc1nc(Nc2ccccc2)nc(N2CCOCC2)n1
[14] Cc1nn(-c2ccccc2)c(N)c1C(c1ccccc1)c1c(C)nn(-c2ccccc2)c1N
[7] O=C(CNC(=S)N(Cc1ccc(F)cc1)C1CCCCC1)NCCN1CCOCC1
[1] O=C(CSc1ccc(Cl)cc1)Nc1ccc(-c2nc3ccccc3[nH]2)cc1
[16] CC(C)NC(=O)C12CC3CC(C1)CC(C(=O)NC(C)C)(C3)C2

assay / compound	11	14	7	1	16
TPT1 inh	-3	2	3	-2	-1
PP1 inh	-6	-1	-2	5	-3
core dimer inh	9	1	4	5	-6
procasp7 counter	12	12	-3	-11	-10
PAFAH2 inh	-7	0	-3	-10	0
CTSL1 counter	12	1	-5	4	-5
PP5 inh	4.7	0.9	-0.6	2.5	0.0
proCasp3 act	1	-3	-12	0	1
AHR act	12	6	0	19	-3

More records
[17] O=C(Cn1cnc2ccccc21)N/N=C/C(Br)=C/c1ccccc1
[18] COC(=O)CC1C(=O)NCCN1C(=O)CSc1nc2ccccc2o1 (stereo not given)
[19] Cc1ccc(S(=O)(=O)N2CCN(C(=O)N3CCOCC3)C2c2ccc(N(C)C)cc2)cc1 (stereo not given)
[20] O=C(C1CCCN(Cc2cccs2)C1)N1CCCCCC1 (stereo not given)
[21] Cc1ccc(C2=NNC(=O)C(P(=O)(c3ccccc3)c3ccccc3)C2)cc1 (stereo not given)
[22] CN1CC=C2C(C#N)=C(N)C(C#N)(C#N)C(CCc3ccccc3)C2C1 (stereo not given)
[23] O=C(Cc1cccc2ccccc12)Nc1ccc(-c2cc3ccccc3oc2=O)cc1
[24] Cc1cc2c(cc1C)CN(c1ccccc1)C2

assay / compound	17	18	19	20	21	22	23	24
TPT1 inh	4	-1	1	1	-5	-31	2	12
PP1 inh	6	-5	-4	2	0	0	17*	7
core dimer inh	3	2	1	2	3	1	7	28
procasp7 counter	0	2	5	-5	0	7	-87	-1
PAFAH2 inh	-7	-2	3	-1	-2	6	-17	2
CTSL1 counter	2	2	1	0	1	-2	5	-5
PP5 inh	4.4	1.9	0.6	2.5	0.4	0.1	-0.4	-0.5
proCasp3 act	7	-4	1	1	-1	-4	-5	3
AHR act	-2	0	1	3	2	56*	-7	0

[25] COc1cc(CNC(=O)CCCC/C=C/C(C)C)ccc1O
[26] CC1(C)CC(N2CCCC2)=CC(=[N+]2CCCCCC2)C1
[27] NC(=O)c1c(NC(=O)c2ccccc2F)sc2c1CCCC2
[28] COc1ccc(CC/C(=N\O)C2(O)CCCCC2)cc1
[29] CS(=O)(=O)N(CC(=O)Nc1ccccc1C(=O)N1CCOCC1)c1cccc([N+](=O)[O-])c1
[30] O=[N+]([O-])c1ccc(CN2CCN(Cc3c[nH]c4ccccc34)CC2)cc1
[31] COc1cc(/C=C/C(=O)N2CC(C)OC(C)C2)cc(OC)c1OC (stereo not given)
[32] Cc1ccc(C(=O)OCC(=O)N2C(C)CCCC2C)s1 (stereo not given)

assay / compound	25	26	27	28	29	30	31	32
TPT1 inh	-3	1	-2	-1	0	-2	0	·
PP1 inh	2	-7	5	-3	4	-1	2	-4
core dimer inh	5	-2	-3	-7	0	1	-4	·
procasp7 counter	-3	-14	-20	5	5	-7	-12	1
PAFAH2 inh	-2	-1	5	4	4	-2	5	25
CTSL1 counter	5	9	-1	0	1	0	-2	·
PP5 inh	-1.3	-2.2	3.6	1.3	1.1	2.4	3.9	1.0
proCasp3 act	0	-11	37*	0	-8	-5	-4	2
AHR act	-1	-13	205*	3	0	18	15	0

[33] COc1ccc2[nH]c3c(=O)n(CCCC(=O)NC4CCCCC4C)c(=S)[nH]c3c2c1 (stereo not given)
[34] CCc1ccc(C(=O)CSc2nc3ccccc3c(=O)[nH]2)cc1
[35] O=C(NC1CCCCC1)c1cccc(S(=O)(=O)N2CCCCC2)c1
[36] CC(=O)Nc1ccc(/C(C)=N/NS(=O)(=O)c2ccc(C)cc2)cc1
[37] O=C(CCl)Nc1cccc(Oc2cnccn2)c1
[38] COc1ccc(C2c3ccc(O)cc3Oc3ncn4nc(-c5ccncc5)nc4c32)cc1OC (stereo not given)
[39] COc1cc(NC(=O)CN2c3cccc4cccc(c34)S2(=O)=O)cc(OC)c1OC
[40] Cc1ccc2oc(-c3cccc(NC(=O)c4cc(-n5cnnc5)ccc4Cl)c3)nc2c1

assay / compound	33	34	35	36	37	38	39	40
TPT1 inh	4	-3	1	0	-4	1	-3	4
PP1 inh	2	0	0	-1	-2	0	2	0
core dimer inh	5	-5	7	-8	13	3	11	11
procasp7 counter	3	-1	-11	2	6	0	-22	-4
PAFAH2 inh	-8	-3	-1	0	-3	-30	3	-5
CTSL1 counter	1	2	-2	-4	56*	0	9	-2
PP5 inh	0.5	-0.3	-1.7	2.0	0.9	-0.9	5.1	6.0
proCasp3 act	0	-6	2	-1	10	0	-35	1
AHR act	8	10	3	1	2	11	3	-3

[41] Cc1cc(-c2[nH]nc3c2C(c2ccc(Cl)cc2)C(C#N)=C(N)O3)c(C)s1 (stereo not given)
[42] C=CCN1CC(O)=C(c2nc3ccccc3[nH]2)C1=N
[43] C[C@@H]1CN([C@H](C)CO)C(=O)c2cc(NS(=O)(=O)c3cn(C)cn3)ccc2O[C@@H]1CN(C)S(C)(=O)=O
[44] Cc1ccccc1-c1nc(CS(=O)CC(=O)NC2CCCCC2)c(C)o1 (stereo not given)
[45] Cc1ccccc1C(=O)NCC(=O)Nc1ccccc1C(F)(F)F
[46] CCn1c(SCC(=O)NC2CCCCC2)nnc1C(C)NC(=O)c1ccccc1F (stereo not given)
[47] Cn1c(CNC(=O)c2ccco2)nnc1SCC(=O)Nc1ccccc1Cl
[48] COc1ccc(CCNC(=O)C2CCN(c3ccc(N4CCOCC4)nn3)CC2)c(OC)c1

assay / compound	41	42	43	44	45	46	47	48
TPT1 inh	-2	-3	·	0	0	2	-2	0
PP1 inh	-1	-2	·	-1	0	2	-6	2
core dimer inh	4	-10	·	-1	-6	-7	-3	-6
procasp7 counter	5	-9	2	4	6	4	3	-6
PAFAH2 inh	3	-2	13	-2	-1	12	9	0
CTSL1 counter	0	1	·	-11	-2	2	3	0
PP5 inh	1.0	1.4	·	-0.8	1.1	-0.9	1.5	1.0
proCasp3 act	2	-3	5	3	-4	1	4	4
AHR act	6	3	-1	0	1	2	-2	1

Values by screen from the entries so far.
PP5 inh, entries 42 to 48: 1.4, ·, -0.8, 1.1, -0.9, 1.5, 1.0
proCasp3 act, entries 42 to 48: -3, 5, 3, -4, 1, 4, 4

Later entries.
[49] O=C(N/C(=C\c1ccc([N+](=O)[O-])cc1)C(=O)N1CCCCC1)c1ccc(Br)o1
[50] Cc1ccc(C)c(S(=O)(=O)Nc2cc(C)on2)c1
[51] CCc1noc(C)c1C(=O)Nc1ccccc1C(C)(C)C
[52] CCn1c(SCC(=O)Nc2cccc(NC(=O)c3ccco3)c2)nnc1-c1cccs1
[53] O=C(NCCO)C(O)C(O)C(=O)NCCO (stereo not given)
[54] Cc1ccc(NC(=O)CN(C)C(=O)c2cc3c(s2)CCCCC3)cc1
[55] Cn1c(SCc2c(Cl)cccc2Cl)nc(C(F)(F)F)cc1=O
[56] Cc1onc(-c2ccccc2)c1C(=O)Nc1ccc(Cl)cn1

assay / compound	49	50	51	52	53	54	55	56
TPT1 inh	-2	4	0	-5	0	·	-4	-2
PP1 inh	0	-3	-1	1	-4	2	-7	-5
core dimer inh	2	5	-3	6	-5	·	6	1
procasp7 counter	-1	1	-3	-5	9	2	1	-1
PAFAH2 inh	-7	0	-1	-8	-5	-6	11	0
CTSL1 counter	1	5	0	-1	-2	·	0	3
PP5 inh	3.2	-0.4	2.0	-1.3	4.0	4.1	2.8	2.0
proCasp3 act	5	2	6	2	2	4	-2	9
AHR act	10	0	-3	1	0	2	2	13
